# SUMO1-SIM PPI – modulators of SUMO1 protein-protein interactions, primary screen, biochemical, uHTS. Small ubiquitin-related modifier 1 (Homo sapiens), P63165. SUMO1 binding to a labelled peptide, TR-FRET, 1 h. inhibition, % at 20 µM. 360,000 tested, 0.33% active; in the data active = inhibition above about 37%
# Target sequence (P63165 whole entry, looked up): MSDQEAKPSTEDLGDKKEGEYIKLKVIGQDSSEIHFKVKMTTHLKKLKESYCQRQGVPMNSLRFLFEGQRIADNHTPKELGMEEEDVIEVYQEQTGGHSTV
# Scp-1 inhibitor – Scp-1 phosphatase inhibitors, primary screen, biochemical, colorimetric, uHTS; Carboxy-terminal domain RNA polymerase II polypeptide A small phosphatase 1 (Homo …; Recombinant Scp1, phosphopeptide, malachite green phosphate absorbance; inhibition, % at 20 µM; 340,000 tested, 0.88% active;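 active = inhibition above about 50% at 20 µM, limit read from the data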;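 also: plate controls were DMSO wells with enzyme for no effect and wells lacking enzyme for full effect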
# Target sequence (Q9GZU7 76-261 limits assumed): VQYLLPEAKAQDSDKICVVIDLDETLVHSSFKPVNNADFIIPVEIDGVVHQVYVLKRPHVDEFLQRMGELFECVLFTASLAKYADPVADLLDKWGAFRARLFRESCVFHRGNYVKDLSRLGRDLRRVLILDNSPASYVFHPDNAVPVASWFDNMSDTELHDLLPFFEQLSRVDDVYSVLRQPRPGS
#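 Test system: SCP-1 catalytic domain; Buffer or medium: Acidic Tris acetate buffer with magnesium and detergent; Also added: Phosphorylated 17-residue peptide substrate; Compound: single 20 µM dose, 1% DMSO; Schedule: enzyme reaction 45 min at room temperature, colour 5 min, stabilisation 30 min; Signal: Phosphate-binding colour reagent, absorbance read at 630 nm.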
# LMPTP inh – LMPTP phosphatase inhibitors, primary screen, biochemical, fluorescence intensity, uHTS | 360,000 tested, 0.22% active | Low molecular weight phosphotyrosine protein phosphatase (Homo sapiens), P24666 | inhibition, % at 20 µM | recombinant LMPTP-A, OMFP fluorogenic substrate;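 active = compounds that cut the enzyme signal by at least half of the control window in the single-dose screen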;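 also: plate controls were DMSO wells with enzyme plus substrate for no effect and substrate without enzyme for full effect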
# Target sequence (P24666 whole entry, looked up): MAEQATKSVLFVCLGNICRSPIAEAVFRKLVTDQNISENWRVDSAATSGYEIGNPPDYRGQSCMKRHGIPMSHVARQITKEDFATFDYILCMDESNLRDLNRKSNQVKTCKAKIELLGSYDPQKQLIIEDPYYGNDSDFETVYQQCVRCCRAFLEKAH
#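 Assay system: LMPTP-A, protein tyrosine phosphatase of low molecular weight / Medium: pH 6.0 Bis-Tris buffer with DTT and Triton X-100 / Schedule: 50 min enzyme reaction at room temperature, protected from light / Measured by: endpoint fluorescence intensity from OMFP dephosphorylation / Read-out basis: % inhibition relative to no-enzyme and uninhibited control wells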
# Rpn11 inh – Rpn11 (PSMD14) deubiquitinase inhibitors, primary screen, biochemical, fluorescence polarization, uHTS; calls only at 20 µM; 26S proteasome non-ATPase regulatory subunit 14 (Homo sapiens), O00487; AID 588493, 2011; 360,000 tested, 0.59% active; human 26S proteasome, Ub4-pepOG fluorescence polarization; 20S core pre-blocked with epoxomicin;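 active = inhibition at 20 µM, scaled to each plate's controls, above about 33%, limit read from the data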
# SKN-1 block – suppressors of acrylamide-induced Pgst-4::GFP reporter in worms, primary screen, SKN-1 inhibitor project, whole organism, uHTS, GFP/RFP fluorescence ratio, strain VP596 | AID 624304, 2012 | inhibition, % at 21.8 µM | C. elegans VP596 Pgst-4::GFP/RFP ratio, 24 h | 360,000 tested, 0.49% active;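 active = interference check ratio from 0.5 to 1.5 plus GFP to RFP signal ratio inhibition reaching or exceeding a fixed threshold, cut at about 30% in these data, passing the limit was not always enough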; also: some compounds called inactive have numbers as strong as hits
# NadD block – inhibitors of S. aureus NadD, primary screen, biochemical, colorimetric, uHTS; Nicotinate-nucleotide adenylyltransferase NadD (Staphylococcus aureus N315); purified NadD enzyme, colorimetric absorbance read-out; inhibition, % at 20 µM; 360,000 tested, 0.78% active; AID 602399, 2012; in the data active = inhibition above about 26%; also: some compounds past the cut are filed as inactive
# DNMT1 block – human DNMT1 methyltransferase inhibitors, primary screen, biochemical, molecular beacon, fluorescence, HinP1I cleavage, uHTS; DNA (cytosine-5)-methyltransferase 1 (Homo sapiens), P26358; inhibition (reported as % activation of signal), % at 10 µM; 360,000 tested, 0.83% active; in the data active = inhibition above about 50%
# MT1-MMP act inh – blockers of MT1-MMP proenzyme processing, primary screen, HT1080 RFP-PRO-GFP cells, GFP/RFP fluorescence; GFP/RFP ratio fluorescence, overnight; percent of plate control window, DMSO zero; AID 651647, 2012; 360,000 tested, 0.061% active; GFP/RFP ratio change, % at 20 µM; Matrix metalloproteinase-14 (Homo sapiens), P50281;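 active = GFP/RFP ratio change of at least 30% with cell ATP level not reduced by more than half and red fluorescence within 50% of control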; also: strong numbers were not always called active
#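 Assay system: HT1080 RFP-PRO-GFP cells. Benchmarks: DMSO vehicle wells and RFP-L50D-GFP reporter cell wells. Times: overnight cell settling, then overnight compound exposure, 37 °C, 5% CO2. Compound: 20 µM single dose, 1% DMSO. Read-out basis: GFP/RFP fluorescence ratio.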
# STEP inh – STEP phosphatase inhibitors, primary screen, biochemical, fluorescence intensity, uHTS. inhibition, % at 20 µM. recombinant STEP, OMFP fluorogenic substrate. Tyrosine-protein phosphatase non-receptor type 5 (Homo sapiens), P54829. 360,000 tested, 0.25% active;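 active = inhibition at 20 µM, scaled per plate between control wells, above about 37%, limit read from the data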;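 also: 0% = DMSO with enzyme and substrate and 100% = substrate only without enzyme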
# Target sequence (P54829 whole entry, looked up): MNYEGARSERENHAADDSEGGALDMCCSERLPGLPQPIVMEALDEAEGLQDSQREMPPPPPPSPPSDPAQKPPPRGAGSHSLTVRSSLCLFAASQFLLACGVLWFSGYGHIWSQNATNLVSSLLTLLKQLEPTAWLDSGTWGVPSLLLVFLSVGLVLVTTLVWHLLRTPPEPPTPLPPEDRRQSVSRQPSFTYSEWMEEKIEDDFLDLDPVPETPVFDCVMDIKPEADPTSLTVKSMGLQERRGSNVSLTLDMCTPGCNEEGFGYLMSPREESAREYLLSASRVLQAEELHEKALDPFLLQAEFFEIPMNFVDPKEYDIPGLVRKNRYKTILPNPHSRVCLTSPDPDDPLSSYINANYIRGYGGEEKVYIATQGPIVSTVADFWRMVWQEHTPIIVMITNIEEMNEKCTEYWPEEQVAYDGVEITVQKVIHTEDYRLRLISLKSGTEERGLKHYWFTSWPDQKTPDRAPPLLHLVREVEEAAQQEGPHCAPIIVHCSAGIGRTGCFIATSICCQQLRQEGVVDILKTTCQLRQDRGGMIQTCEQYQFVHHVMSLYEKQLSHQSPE
#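 System: STEP (striatal-enriched tyrosine phosphatase) enzyme, cell-free; medium: Bis-Tris pH 6.0 buffer with DTT, detergent; dosing: 20 µM, 1% DMSO; times: reaction 20 min, ambient temperature; detection: fluorescence, 480/540 nm; read-out basis: normalized % inhibition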
# CendR NRP1 mod – modulators of CendR peptide binding to NRP-1, primary screen, biochemical, fluorescence polarization, uHTS; Neuropilin-1 (Homo sapiens), O14786; FAM-RPARPAR peptide binding to NRP-1; inhibition, % at 25 µM; 360,000 tested, 0.85% active; AID 602438, 2012;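 active = inhibition or corrected inhibition above about 18%, plus a signal ratio from 0.5 to 1.5, limit read from the data, passing the limit was not always enough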; also: strong numbers were not always called active
# Numbers without * were called inactive; i = inactive; . = not tested or not shown; + = active, no number.
SMILES,SUMO1-SIM PPI,Scp-1 inhibitor,LMPTP inh,Rpn11 inh,SKN-1 block,NadD block,DNMT1 block,MT1-MMP act inh,STEP inh,CendR NRP1 mod
CC(C)CCN1C(=O)c2ccc(C(=O)OCC(=O)N(CC(C)C)C3CCS(=O)(=O)C3)cc2C1=O (stereo not given),-39,-7,0.3,i,2,-1,7,-4,0,20
O=c1sc2ccccc2n1CCOc1ccccc1,-3,-15,0.4,i,13,-5,2,-5,-2,1
CC(NCc1ccc([N+](=O)[O-])cc1)C1COc2ccccc2O1 (stereo not given),-27,-6,-0.1,i,9,-8,2,4,1,1
CCC(C)Sc1nc2ccccc2n1CC(=O)O (stereo not given),-5,-6,-1.4,i,-11,-5,-4,-3,-4,-9
COCCN(C(=O)Cc1cccs1)C(C(=O)NCc1ccc(OC)cc1)c1ccccc1 (stereo not given),0,-4,-1.1,i,1,-2,-2,2,2,12
O=C(Cn1cnc2ccccc2c1=O)Nc1ccc2c(c1)OCCO2,2,-9,-0.4,i,19,3,-3,-1,0,-5
CCOC(=O)C(CCCOc1ccc(C)cc1)C(=O)OCC,1,-6,1.8,i,-2,2,-2,5,5,-6
CC1CCCCC1NC(=O)c1cc2c(s1)CS(=O)(=O)C2 (stereo not given),-5,1,0.0,i,5,1,-3,-1,-1,-22
CC(=O)c1ccc(OCCCC(=O)NC(C)c2ccc(S(N)(=O)=O)cc2)cc1 (stereo not given),1,1,-1.5,i,-1,-10,4,-2,-2,6
O=C(NN=C1c2ccccc2-c2ccccc21)c1ccccn1,-9,73*,25,+,27,16,4,9,8,6
CC(CN(C)Cc1ccccc1)OC(=O)c1ccccc1F (stereo not given),0,-7,-2.3,i,0,3,4,-1,0,-11
Cc1cccc(NC(=O)CSc2nnc(CCCCCNC(=O)OC(C)(C)C)o2)c1C,-1,-8,-0.6,i,8,-6,4,3,3,-11
CC(C)=CCc1c(O)cc(O)c2c(=O)c(O[C@@H]3O[C@@H](C)[C@H](O)[C@@H](O)[C@H]3O)c(-c3ccc(O)cc3)oc12,2,-4,1.7,i,11,-8,-9,-8,-4,3
CC(=O)c1ccc(C(=O)N2CCC(CO)(Cc3cccc(C(F)(F)F)c3)CC2)cc1,1,-5,0.6,i,8,-4,-1,-3,1,-8
CC(C)NC(=O)N(C)C[C@H]1Oc2c(NC(=O)c3ccc(-c4nccs4)cc3)cccc2C(=O)N([C@@H](C)CO)C[C@H]1C,1,-5,0.1,i,-3,1,-3,-1,1,-2
CC1CCCC(NC(=O)COC(=O)c2ccc3ccccc3n2)C1C (stereo not given),-7,-11,-1.3,i,1,0,0,1,-1,-33
COC(=O)C(F)(F)Sc1c(C)[nH]c2ccccc12,9,-8,-1.3,i,-4,5,-14,-1,1,-14
Cc1cccc(/C=N/NC(=O)Cn2nc(C)cc2C)n1,-3,-4,-2.1,i,3,0,1,2,1,-9
Cc1ccoc1C(=O)Nc1ccc(CC(=O)O)cc1,-1,0,1.1,i,3,2,0,2,2,-10
Cc1ccc(-c2nc(CSCC(=O)NCCN3CCN(Cc4ccccc4)CC3)c(C)o2)cc1,0,-11,0.0,i,-16,1,-3,9,-2,8
O=C1/C(=C\c2ccc(O)cc2)SC(=S)N1c1cccnc1,-13,98*,25,i,-7,31*,-1,-69,34,-75
CCCC1CCC(C(=O)n2nc(N)c3cc4ccc(OC)cc4nc32)CC1 (stereo not given),-1,-7,-2.0,i,0,19,40,-6,1,-14
CCO[C@H]1OC(C(=O)N2CCN(Cc3ccccc3)CC2)=C[C@@H](c2ccccc2)[C@@H]1CCCO,3,-8,-0.7,i,-2,2,2,-1,8,0
CCOC(=O)C1=C(C)NC(=O)NC1c1cccnc1 (stereo not given),1,-13,-1.6,i,4,-3,2,-1,0,-13
Cc1ccc(C)c(NC(=O)C2(C)CC3c4ccccc4C2c2ccccc23)c1 (stereo not given),3,-2,-0.4,i,8,8,4,-3,0,16
# Remaining list, next part
SMILES,SUMO1-SIM PPI,Scp-1 inhibitor,LMPTP inh,Rpn11 inh,SKN-1 block,NadD block,DNMT1 block,MT1-MMP act inh,STEP inh,CendR NRP1 mod
CCCn1c(SCC(=O)Nc2cccnc2Cl)n[nH]c1=O,7,-5,-0.9,i,-1,2,2,-1,0,3
COc1ccc(-c2ccc(CN3C(C(C)C)C(=O)N(Cc4cn(CC5CCCCC5)nn4)CCS3(=O)=O)cc2)cn1 (stereo not given),-1,.,-0.5,i,-6,5,1,0,0,-4
NC(=O)CN(Cc1ccccc1)S(=O)(=O)c1ccc2c(c1)OCCO2,-5,-3,0.1,i,-6,-1,1,3,-2,3
O=C(OC1CCCCC1=O)c1cccc(S(=O)(=O)N2CCCCC2)c1 (stereo not given),-1,-3,0.3,i,-8,-9,0,2,2,-4
CC(C)c1ccccc1-n1c(SCC(=O)N2CCN(c3ccccc3)CC2)nnc1-c1cccnc1,1,-3,1.0,i,-3,2,-1,-2,-2,0
CC(C)C(=O)N=c1sc2cc(F)cc(F)c2n1C,-1,-7,-0.5,i,10,-9,3,0,2,8
Cc1[nH][nH]c(=O)c1N=Nc1ccc(Br)c(Cl)c1,-18,-11,-1.5,i,17,-8,-13,11,3,6
O=C(CCSc1nnc(-c2ccccc2)o1)N1CCOCC1,-1,6,-1.8,i,-3,3,1,0,-1,-5
Cc1ccc2c(c1)CCCN2C(=O)CCc1nc2ccccc2c(=O)[nH]1,6,0,0.3,i,4,1,-1,-8,2,-13
N#C/C(=N\Nc1ccc(F)cc1)C(=N)N1CCCCCC1,-12,6,1.4,i,-12,-4,1,1,0,3
O=C(CCNC(=O)C1CCN(S(=O)(=O)c2ccccc2)CC1)NC1CC1,2,-1,-0.7,i,-19,-1,-1,6,2,0
O=C(N/C(=C/c1ccccc1)C(=O)N1CCCCC1)c1ccc(Br)o1,0,-5,0.0,i,-15,-8,2,0,0,10
COC(=O)c1ccc(S(=O)(=O)NCc2cccc(OC)c2)n1C,5,-12,-1.0,i,-21,-1,-1,-1,-4,-12
COc1ccc(S(=O)(=O)N2CCC(C(=O)N3CCc4ccccc4C3)CC2)cc1C,0,-4,1.2,i,2,1,-10,0,1,4
CCOc1ccc2[nH]c(=O)c(CN(CCOC)C(=O)N3CCOCC3)cc2c1,4,-4,-2.3,i,-1,-1,1,0,-5,-9
COC(=O)CSc1nc2cc3c(cc2cc1C#N)OCO3,5,11,1.0,i,26,-4,-2,-6,4,0
Cc1ccccc1NC(=O)CN1C(=S)NC(C)(C)CC1C (stereo not given),-3,-11,-0.1,i,6,-2,-2,2,-1,-6
O=C1NC(=Nc2ccccc2)S/C1=C/c1cccnc1,-16,39,3.4,i,3,-2,2,-5,10,9
Cc1cc(NC(=O)c2cc(-c3ccccc3)on2)n(-c2ccccc2)n1,-3,-6,0.8,i,-6,-6,10,1,4,-9
O=C(CC(c1ccccc1O)N1CCCCC1)N1CCCCC1 (stereo not given),-3,-5,-0.5,i,-8,1,1,-2,-2,-3
O=C(Oc1ccc2c(c1)OCO2)c1ccc(Br)c(S(=O)(=O)N2CCOCC2)c1,2,-4,1.1,i,9,-14,-1,5,-3,0
Cc1[nH]c(=O)[nH]c(=O)c1S(=O)(=O)Nc1ccc(F)c(Cl)c1,2,-7,0.1,i,17,-1,1,3,3,6
NCC12CC3CC(CC(O)(C3)C1)C2,-6,-7,-0.3,i,0,10,2,3,0,-24
COCC(=O)NC1CCN(C(=O)NCc2ccccc2)CC1,3,-2,0.0,i,2,-1,-2,-4,-1,21
CSc1ncc(Cl)c(C(=O)Nc2c(C)cccc2C)n1,-1,2,-0.7,i,20,-4,0,0,-3,14
# (next part)
SMILES,SUMO1-SIM PPI,Scp-1 inhibitor,LMPTP inh,Rpn11 inh,SKN-1 block,NadD block,DNMT1 block,MT1-MMP act inh,STEP inh,CendR NRP1 mod
CCC(=O)N1CCCC(C)(C(=O)Nc2ccc3oc(CC)nc3c2)C1 (stereo not given),0,.,1.0,i,12,0,-2,3,-2,-5
CC1CCN(CCNC(=S)Nc2ccc(Cl)cc2)CC1,11,-6,-2.5,i,8,-11,-1,1,3,-7
O=C(Nc1ccccc1C(=O)O)c1cccc(NC(=O)c2ccccc2Br)c1,12,-3,0.0,i,2,-7,-6,-1,-1,-1
O=C(CN1CCCCC1)NNc1nc(-c2ccccc2)c2cc(Cl)ccc2n1,-9,-11,-0.6,i,2,-11,3,2,1,8
CCCc1ncc(C(O)c2ccc(OC)cc2)n1C (stereo not given),15,-11,-0.7,i,10,3,3,0,-1,13
COc1ccc(CCCC(=O)Nc2ccc(F)cc2)cc1,0,-2,-0.3,i,1,-2,-3,1,-2,-7
CCOC(=O)c1nc2c(ccc3ccccc32)cc1C,-11,7,1.3,i,11,2,6,-9,-1,11
CCc1cc2c(=O)n(Cc3ccco3)c(SCC(=O)NC3CCS(=O)(=O)C3)nc2s1 (stereo not given),3,2,0.9,i,2,0,-15,1,2,-7
Cc1ccc(OCC(=O)Nc2cc(C(=O)O)cc(C(=O)O)c2)cc1C,4,1,-1.8,i,17,6,3,1,-2,8
O=C(Nc1ccc2nc(C3CC3)n(Cc3ccccc3)c(=O)c2c1)C1CC1,2,-1,0.5,i,-11,-4,-3,3,4,12
N#Cc1cnc2cc(-c3ccccc3)nn2c1N,-18,0,2.2,i,12,-1,-3,-9,0,3

# Three compounds already listed, arranged by their value in LMPTP inh, falling.
canonical_smiles	LMPTP inh
O=C(CN1CCCCC1)NNc1nc(-c2ccccc2)c2cc(Cl)ccc2n1	-0.6
CCCc1ncc(C(O)c2ccc(OC)cc2)n1C (stereo not given)	-0.7
Cc1ccc(OCC(=O)Nc2cc(C(=O)O)cc(C(=O)O)c2)cc1C	-1.8

# Source: PubChem
